Screening data (PubChem BioAssay)
TPT1 inh: Candida albicans TPT1 enzyme inhibitors, primary screen, biochemical, fluorescence polarization | tRNA 2'-phosphotransferase TPT1 (Candida albicans SC5314) | recombinant caTPT1, FP RNA substrate dephosphorylation | inhibition, % at 5 µM | 300,000 tested, 0.81% active | AID 1962, 2009;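 active means inhibition above the mean of all tested compounds plus 3 SD, set per screening campaign, cut at about 24% in these data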;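 further: plate controls were DMSO alone for no effect and ferristatin control at 100 nM for full effect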
procasp7 counter: procaspase-7 activators, primary screen, counter-screen for procaspase-3 activator project, biochemical, absorbance, HTS, human. recombinant procaspase-7, Ac-DEVD-pNA absorbance 405 nm; D23A/D198A/D206A triple mutant, cannot self-cleave; scale: DMSO 0, 5 µM enzyme 100. activation, % at 8.5 µM. 330,000 tested, 0.093% active. AID 463210, 2010;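 active means percent activation above the screen-wide mean plus 3 SD, cut at about 25% in these data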
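System: Uncleavable procaspase-7 mutant enzyme; Amount: 2 µM procaspase-7 mutant as dispensed; Schedule: 1 h compound preincubation, 2 h substrate cleavage, 25 °C; Measured by: 405 nm absorbance of p-nitroaniline; Evaluation: percent activation from buffer-corrected 0–120 min absorbance change; Control set: low DMSO alone, high DMSO plus 5 µM PC-7.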
proCasp3 act: activators of human procaspase-3 D3A mutant, primary screen, biochemical, absorbance, PC-3 D3A mutant, single concentration; recombinant procaspase-3 D3A, Ac-DEVD-pNA absorbance 405 nm; activation, % at 8.5 µM; 330,000 tested, 0.11% active; Caspase-3 (Homo sapiens), P42574;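 active means activation above the mean of all tested compounds plus 3 SD, cut at about 21% in these data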;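 further: 0% = DMSO alone and 100% = DMSO wells spiked with extra 5 µM PC-3 D3A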
Target sequence (P42574 whole entry D9A/D28A/D175A): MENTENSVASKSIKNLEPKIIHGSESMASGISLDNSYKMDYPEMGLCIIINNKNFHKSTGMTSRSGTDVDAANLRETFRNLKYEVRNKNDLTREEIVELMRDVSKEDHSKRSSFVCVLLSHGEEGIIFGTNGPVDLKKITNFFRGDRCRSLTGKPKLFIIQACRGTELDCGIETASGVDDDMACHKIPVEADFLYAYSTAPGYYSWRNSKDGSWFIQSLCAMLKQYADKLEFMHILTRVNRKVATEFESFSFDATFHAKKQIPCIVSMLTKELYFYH
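Technique: 405 nm absorbance of p-nitroaniline, reads at 0 and 120 min; Test system: Procaspase-3 D3A mutant; Incubation: 1 h enzyme-compound preincubation, then 2 h substrate reaction, 25 °C; Repeats: singlicate, each compound tested once; Benchmarks: low control DMSO wells, high control DMSO plus 5 µM PC-3 D3A.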
HCV core dimer: inhibitors of HCV core protein dimerization, primary screen, biochemical, TR-FRET, high-throughput | inhibition, % at 5 µM | 300,000 tested, 0.33% active | TR-FRET GST/Flag-core106 dimerization, 1536-well;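 active means inhibition above the mean of all tested compounds plus 3 SD, set per screening campaign, cut at about 45% in these data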
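Assay system – GST-tagged and Flag-tagged HCV core protein residues 1-106 · Quantity – core106 proteins, GST 13.5 nM and Flag 17 nM · Benchmarks – unlabelled core106 and no-GST-core106 wells · Read-out basis – percent inhibition of core106 dimerization signal · Detection – time-resolved FRET, ex 340 nm, em 617 and 671 nm · Schedule – 4 h at 22.5 °C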
PP5 primary: PP5 phosphatase inhibitors, primary screen, biochemical, fluorescence; Serine/threonine-protein phosphatase 5 (Homo sapiens), P53041; purified PP5c, OMFP substrate fluorescence; inhibition, % at 6.7 µM; 320,000 tested, 0.18% active;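 active means inhibition above the campaign's mean inhibition across all tested compounds plus 3 SD, cut at about 9.5% in these data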;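 further: 0% = DMSO only and 100% = 100 µM cantharidin control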
Target sequence (P53041 whole entry, looked up): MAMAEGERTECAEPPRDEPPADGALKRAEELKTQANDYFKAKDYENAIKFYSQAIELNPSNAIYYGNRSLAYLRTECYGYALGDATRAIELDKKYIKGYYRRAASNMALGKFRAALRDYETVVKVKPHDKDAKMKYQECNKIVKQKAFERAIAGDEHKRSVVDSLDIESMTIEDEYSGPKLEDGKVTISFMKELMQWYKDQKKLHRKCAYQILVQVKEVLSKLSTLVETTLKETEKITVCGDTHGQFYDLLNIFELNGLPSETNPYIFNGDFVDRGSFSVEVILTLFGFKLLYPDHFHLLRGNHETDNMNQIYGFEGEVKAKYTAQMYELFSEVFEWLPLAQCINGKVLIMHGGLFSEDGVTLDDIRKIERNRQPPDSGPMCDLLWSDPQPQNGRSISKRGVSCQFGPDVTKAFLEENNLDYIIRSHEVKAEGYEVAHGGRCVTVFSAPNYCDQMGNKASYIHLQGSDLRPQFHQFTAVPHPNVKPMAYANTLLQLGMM
PP1 counter: PP1-alpha phosphatase inhibitors, primary screen, counter-screen for PP5 inhibitor project, biochemical, fluorescence, OMFP substrate, single point; Serine/threonine-protein phosphatase PP1-alpha catalytic subunit (Homo sapiens), P62136; purified PP1alpha; inhibition, % at 6.7 µM; 320,000 tested, 0.9% active; AID 2235, 2010;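 active means inhibition above the mean inhibition of all tested compounds plus 3 SD, computed separately for each screening campaign, cut at about 15% in these data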
Target sequence (P62136 whole entry, looked up): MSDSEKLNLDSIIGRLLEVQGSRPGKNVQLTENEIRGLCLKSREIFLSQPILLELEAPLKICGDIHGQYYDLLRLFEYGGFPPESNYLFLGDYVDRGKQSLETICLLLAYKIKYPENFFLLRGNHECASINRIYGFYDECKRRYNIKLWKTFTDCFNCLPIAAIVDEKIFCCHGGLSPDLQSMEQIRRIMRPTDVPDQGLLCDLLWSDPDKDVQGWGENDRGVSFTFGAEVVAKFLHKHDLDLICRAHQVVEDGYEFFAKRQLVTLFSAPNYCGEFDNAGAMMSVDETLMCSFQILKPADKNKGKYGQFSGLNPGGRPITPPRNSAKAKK
Efflux pump mplx: inhibitors of Candida efflux pumps in yeast, primary screen, S. cerevisiae, Nile Red, multiplex; inhibition, % at 10 µM; S. cerevisiae Candida pump triplex; AID 485275, 2010; 330,000 tested, 0.44% active;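 active means plate passing quality check with inhibition over a set limit, or well fluorescence over plate mean plus 4 SD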;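 further: Nile Red retained in pooled yeast measured as flow cytometry median fluorescence; 0% = buffer negative control and 100% = Enniatin B positive control; higher means more Nile Red kept so more efflux inhibition; some compounds called inactive have numbers as strong as hits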
JMJD2C inh: inhibitors of GASC-1 histone demethylase, primary screen, biochemical, fluorescence, DELFIA europium | inhibition, % at 2.35 µM | AID 2099, 2009 | Lysine-specific demethylase 4C (Homo sapiens), Q9H3R0 | GST-JMJD2C(1-420) H3K9me3 demethylation | 330,000 tested, 0.069% active;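 active means more than half of a compound's replicate wells show inhibition beyond 50%, single wells judged on their own value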;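 further: signal counts dimethyl H3K9 product captured on neutravidin plate; 0% = median of DMSO wells and 100% = 0.3 times that DMSO median; strong numbers were not always called active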
CTSL1 counter: Fasciola hepatica cathepsin L1 inhibitors, primary screen, counter-screen for PFM18AAP inhibitor project, biochemical, QFRET, fluorogenic peptide substrate; recombinant F. hepatica cathepsin L1, Z-Leu-Arg-MCA fluorescence; inhibition, % at 5.96 µM; 300,000 tested, 0.49% active; AID 1906, 2009;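 active means inhibition above the mean of all tested compounds plus 3 SD, set per screening campaign, cut at about 17% in these data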;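 further: 0% = plate median of test compound wells and 100% = 1 µM Z-Phe-Ala-diazomethylketone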
* = called active by the depositor; nt = no result given. This is a random part of the collection; 2.9% or so of the library scored in one or more.

SMILES | TPT1 inh | procasp7 counter | proCasp3 act | HCV core dimer | PP5 primary | PP1 counter | Efflux pump mplx | JMJD2C inh | CTSL1 counter
CCOc1ccc(NC(=O)CCn2nc(C)c(S(=O)(=O)N3CCCCC3)c2C)cc1 | 0 | 5 | -8 | -6 | 0.6 | -1 | 0.1 | -2 | -5
O=[N+]([O-])c1ccccc1CNC(Cc1ccccc1)c1ccccc1 (stereo unspecified) | 1 | -10 | 1 | 6 | 0.0 | 4 | 0.0 | 3 | 5
Cc1cc(C)n2c(SCC(=O)Nc3c(C)n(C)n(-c4ccccc4)c3=O)nnc2n1 | -6 | 7 | 5 | -3 | 1.9 | -3 | -0.1 | -25 | 0
O=CN1CCN(C(C(=O)NC2CCCCC2)c2cc3c(cc2[N+](=O)[O-])OCO3)CC1 (stereo unspecified) | 1 | -1 | 0 | -3 | 2.9 | -5 | 0.1 | -8 | 1
CCOC(=O)C1=C(OCc2ccc(Cl)cc2)C2C=C(C)C=CC2N=C1 (stereo unspecified) | -4 | -1 | 8 | 11 | 1.2 | 10 | -0.1 | 0 | 0
COc1cccc(C2=NOC(C(=O)Nc3ccc(C(C)=O)cc3)C2)c1 (stereo unspecified) | 1 | -10 | 1 | 5 | 0.4 | 3 | 0.0 | -1 | 0
O=C(CCS(=O)(=O)c1ccccc1)Nc1nccs1 | -3 | 3 | 6 | -8 | -2.7 | -1 | -0.1 | -5 | 1
Cc1cc(N2CCN(Cc3cn(C)nc3-c3ccccc3F)CC2)cc(C)n1 | -1 | 0 | -5 | 4 | 3.2 | -4 | -0.1 | -26 | 4
O=C1CN(C(=O)COC(=O)c2ccc([N+](=O)[O-])s2)c2ccccc2N1 | nt | 6 | 8 | nt | nt | nt | 0.0 | 1 | nt
c1ccc(Cn2cc(CN3CCCCO3)c(-c3ccc4c(c3)OCO4)n2)cc1 | 0 | 7 | 2 | 4 | -0.3 | -2 | 0.2 | 6 | 4
CC1CCCN(C(=O)CN2C(=O)CSc3ccc(S(=O)(=O)N4CCOCC4)cc32)C1 (stereo unspecified) | -2 | 13 | 4 | -6 | 2.1 | 1 | -0.2 | 6 | 0
Cc1cccc(NC(=S)Nc2ccc(Oc3ccccc3)cc2)n1 | 19 | -5 | -2 | 3 | 0.3 | 0 | -1.7 | -2 | 2
COc1ccc2sc(-c3ccccc3OC)c(-c3ccc4c(c3)OCCO4)c2c1 | nt | -3 | 6 | nt | 4.7 | 1 | -0.3 | -7 | nt
CC(=O)Nc1ccc(S(=O)(=O)N(C)CC(=O)OCC(=O)N2CCCCCC2)cc1 | -3 | -5 | -15 | 3 | -1.9 | -11 | -0.1 | 2 | 4
O=C(/C=C/c1ccccc1)NC1CCSC1=O (stereo unspecified) | 6 | 6 | 0 | -3 | -2.3 | -2 | 0.2 | -6 | 1
CC[C@H](C)[C@H](NC(N)=O)C(=O)Nc1ccc2c(c1)OCO2 | 0 | 1 | -6 | -7 | 1.1 | -4 | -0.2 | -4 | 8
O=C(CNC(=O)/C(=C\c1ccc(F)cc1)NC(=O)c1ccccc1)OCc1ccccc1 | -1 | 6 | -2 | 0 | 0.6 | 0 | 0.4 | 0 | -2
Cc1ccc(Nc2ncnc(N)n2)cc1 | -2 | 8 | 6 | 0 | 0.0 | -5 | -0.1 | 2 | 8
CCC(C)[C@H](NC(=O)NCc1ccc(F)cc1)C(=O)O (stereo partly specified) | 3 | -1 | 6 | -2 | -2.0 | -2 | 0.0 | 15 | -4
CC(C)c1nnc(NC(=O)CSc2nnc(NC(=O)c3c(F)cccc3F)s2)s1 | -6 | -8 | -6 | -3 | -1.6 | 5 | 0.0 | -8 | 3
CC1CCN(S(=O)(=O)c2ccc(S(=O)(=O)NCc3cccnc3)cc2)CC1 | 4 | -3 | -3 | 2 | -0.5 | 0 | -0.1 | -9 | -3
Cc1c(C(=O)O)oc2ccc(S(=O)(=O)N3CCCC3)cc12 | -3 | -8 | 3 | -19 | -0.1 | -4 | 0.0 | -5 | 0
COc1ccc(-c2noc(CCCC(=O)NC3CCCCC3)n2)cc1OC | -4 | -1 | 11 | -12 | 0.1 | 0 | 0.0 | 3 | 3
CCc1ccc(OCC(=O)NNC(=O)c2cnccn2)c(Br)c1 | -4 | 15 | 0 | 8 | 0.0 | -3 | 0.0 | 1 | -11
COc1ccc(CCC(=O)OCC(=O)Nc2sccc2C(N)=O)cc1OC | nt | 13 | 0 | nt | nt | nt | -0.1 | 4 | nt
CN(C(=O)COC(=O)c1cc(S(=O)(=O)N2CCOCC2)ccc1Cl)C1CCS(=O)(=O)C1 (stereo unspecified) | 0 | 9 | 12 | 2 | -2.1 | -2 | 0.0 | 1 | -6
Cc1cccc(C(=O)NCc2nnc(SCC(=O)NC3=NCCS3)n2C)c1 | -3 | -4 | 5 | -11 | -0.3 | 1 | -0.2 | 11 | 2
Cc1ccc(-c2cc(C(F)(F)F)n3ncc(C(=O)NCc4ccco4)c3n2)cc1 | 0 | -8 | -6 | 11 | 3.9 | 10 | 0.0 | 1 | -1
COc1ccc(S(=O)(=O)N2CCOC2CNC(=O)C(=O)NCCCc2ccccc2)cc1 (stereo unspecified) | -2 | 8 | -1 | 0 | 3.0 | -5 | -4.5 | 3 | 1
CCOC(=O)C(=CNc1ccc(Oc2cccnc2)nc1)C(=O)OCC | -4 | 4 | 3 | -3 | -1.4 | 1 | -0.1 | -3 | 1
Cc1ccc(CNC(=O)CSc2nc(C)cs2)cc1 | 0 | 1 | 1 | 2 | -0.1 | -6 | 0.0 | 11 | 2
O=C(O)C1CCCCC1C(=O)Nc1cc(Cl)ccc1Cl (stereo unspecified) | -3 | 7 | 1 | -3 | 2.4 | 2 | 0.2 | 21 | 2
COc1ccc(OC)c(NC(=O)COC(=O)/C=C/c2c(C)nn(C3CCS(=O)(=O)C3)c2Cl)c1 (stereo unspecified) | 1 | 7 | -1 | 3 | 0.9 | 0 | -0.1 | 14 | -10
COCCn1c(N)c(N(Cc2ccccc2)C(=O)CSCC(=O)Nc2ccc(C)cc2)c(=O)[nH]c1=O | 2 | 5 | -5 | -1 | 1.0 | 1 | 0.1 | -1 | 4
Cc1ccc2c(C)c(C(=O)N(C)Cc3nccn3C)oc2c1C | 0 | 7 | 7 | 1 | 1.3 | -1 | -0.1 | 5 | -1
O=C(N/N=C/c1cccnc1)c1ccccc1NS(=O)(=O)c1cccs1 | -2 | -8 | 6 | -6 | 0.2 | -2 | -0.2 | 1 | 3
CCCN(CCC)CCNC(=O)CN1C(=O)COc2ccc(S(=O)(=O)N3CCOCC3)cc21 | 1 | 4 | 0 | -10 | -0.2 | 0 | -0.1 | -16 | -7
CN(C)S(=O)(=O)c1ccc(C(=O)N2CCN(C(=O)C3CCCO3)CC2)cc1 (stereo unspecified) | nt | 2 | 3 | nt | 1.3 | -5 | -0.1 | nt | nt
COC(=O)c1c(N)c2ccccc2[nH]c1=O | -5 | 5 | -6 | -7 | 0.3 | 0 | -0.3 | 6 | -3
Nc1ncnc2c1ncn2[C@@H]1O[C@H](CNCc2c(OCc3ccccc3F)ccc3ccccc23)[C@@H](O)[C@H]1O | nt | 17 | 2 | nt | nt | nt | 0.1 | -31 | nt

Among those listed so far, two contain an NH in an aromatic ring:
SMILES | TPT1 inh | procasp7 counter | proCasp3 act | HCV core dimer | PP5 primary | PP1 counter | Efflux pump mplx | JMJD2C inh | CTSL1 counter
COCCn1c(N)c(N(Cc2ccccc2)C(=O)CSCC(=O)Nc2ccc(C)cc2)c(=O)[nH]c1=O | 2 | 5 | -5 | -1 | 1.0 | 1 | 0.1 | -1 | 4
COC(=O)c1c(N)c2ccccc2[nH]c1=O | -5 | 5 | -6 | -7 | 0.3 | 0 | -0.3 | 6 | -3

Next results.
SMILES | TPT1 inh | procasp7 counter | proCasp3 act | HCV core dimer | PP5 primary | PP1 counter | Efflux pump mplx | JMJD2C inh | CTSL1 counter
Cc1cccc2cc(CN(Cc3nnnn3C3CCCC3)C3CCCCC3)c(=O)[nH]c12 | 3 | -5 | 1 | -11 | 2.2 | 0 | -0.1 | -8 | 3
CCOC(=O)C1CCCN(C(=O)c2ccc(NC(=O)CC3SC(N4CCCC4)=NC3=O)cc2)C1 (stereo unspecified) | -1 | 3 | 0 | -5 | 1.1 | -2 | -0.1 | 1 | -5
Cc1cc(NC(=O)CN2C(=O)NC3(CCCCCC3)C2=O)no1 | 0 | -7 | -7 | 0 | 1.8 | -2 | -0.1 | -12 | 5
N#CCCN1C(=O)C2(OCCO2)c2ccccc21 | -3 | -5 | -2 | -4 | -1.2 | -1 | 0.0 | 12 | -2
O=C(OCC(=O)N1CCN(c2ccccc2)CC1)C1=COCCO1 | 0 | -1 | 7 | 1 | 3.7 | 2 | -0.1 | 2 | -4
CCOC(=O)C(CC)(CCC(=O)OC)c1csc(Nc2ccccc2O)n1 (stereo unspecified) | -3 | -8 | 1 | 1 | 1.2 | -2 | 0.2 | -2 | 0
CCc1cccc(NC(=O)CN(c2ccc(C)cc2)S(=O)(=O)c2c(C)noc2C)c1 | 1 | 5 | 3 | 9 | 3.1 | 3 | -0.3 | 1 | 1
S=c1[nH]nc(-c2ccc(Cl)cc2)n1/N=C/C=C/c1ccco1 | 2 | -20 | -15 | 21 | 2.9 | -6 | 0.1 | -6 | 1
COc1ccc(-c2onc(C)c2-c2ccccc2)c(O)c1 | -6 | -2 | 1 | 12 | 6.2 | 2 | 0.2 | -3 | 2
CCOc1ccc(C(C)NC(=O)Cc2ccccc2F)cc1OCC (stereo unspecified) | -3 | -4 | 12 | -1 | 1.5 | -3 | 0.2 | 1 | 0
O=C1C2C3C=CC(CC3)C2C(=O)N1c1ccc(Cl)cc1Cl (stereo unspecified) | 1 | 4 | -1 | 12 | 0.5 | 4 | 0.0 | -6 | -2
O=C(c1cc(-c2cccs2)nc2ccccc12)N1CCN(c2ccccc2)CC1 | 1 | -8 | -4 | 22 | 5.1 | 1 | 0.1 | -2 | 3
Cc1cccc(NC(=O)CSc2ccc(-c3ccco3)nn2)c1 | 4 | -10 | -11 | 2 | 2.0 | 2 | 0.0 | -13 | 4
C=CCn1c(NCCc2ccccc2)nc2c1c(=O)n(C)c(=O)n2C | 1 | -3 | -8 | 0 | 3.2 | 0 | 0.1 | 8 | -1
